HIV fusion peptide: cell-free HIV fusion peptide-binding blockers – biochemical, uHTS, fluorescence dequenching, primary screen (AID 1986); cell-free peptide binding, fluorescence dequenching, 30 min; higher % means a stronger effect; inhibition, % at 20 µM, or IC50 in µM where a hit was titrated; 290,000 compounds, 0.3% hits; in the data active = inhibition mostly above about 52%, no sharp cut-off; inactive = mostly below about 76%; note: some results filed as inactive read as strong as hits
AID2073: disruptors of CaV2.2 binding to Mint1 – biochemical, HTRF (AID 2073). 290,000 compounds, 0.19% hits. HTRF protein-protein interaction, Mint1-CaV2.2; higher % means a stronger effect. inhibition, % at 20 µM; hits with a dose series show IC50 in µM; in the data active = inhibition mostly above about 51%, no sharp cut-off; inconclusive = no clear call, values can overlap the other calls; inactive = mostly below about 53%; note: some results filed as inactive read as strong as hits
The depositor's hits bear a star. A portion of the library, so the mix of outcomes need not match the whole.

`Cc1ccc(CCNC(=O)C2CCCN(S(C)(=O)=O)C2)cc1` (centres undefined) gave HIV fusion peptide -0.8% and AID2073 6.6%.
`CCCCOc1ccc(C(=O)Oc2cc(C)[nH]c(=O)c2[N+](=O)[O-])cc1` gave HIV fusion peptide 0.2% and AID2073 inconclusive.
Cc1ccccc1CC(=O)N1CCCC1 was read as HIV fusion peptide -0.2% and AID2073 -5.3%.
`COc1ccc(NS(=O)(=O)c2cc3c(cc2C)N(C)CCO3)c(OC)c1` gave HIV fusion peptide -0.2% and AID2073 -2.9%.
Screening CC(=O)Nc1ccc(NC(=O)CSc2nnc(-c3cccs3)n2C)cc1 returned HIV fusion peptide -0.4% and AID2073 2.5%.
CCOc1ccc(CCNC(=O)CCNS(=O)(=O)c2ccc(Br)cc2)cc1OCC was read as HIV fusion peptide 0.7% and AID2073 5.7%.
For Cn1c2ccccc2c(=O)c2ccc(C#CC3(O)CCCCC3)cc21 the results were HIV fusion peptide 1.7% and AID2073 8.6%.
Screening CCC(C)c1ccccc1NC(=O)c1[nH]c(C)c(C(C)=O)c1C (centres undefined) returned HIV fusion peptide 1.1% and AID2073 6.4%.
COc1cccc(CN2CCC(n3nccc3NC(=O)CCOc3ccccc3)CC2)c1O was read as HIV fusion peptide 0.3% and AID2073 2.9%.
`CCn1cc(CN2CCN(C)C(CCO)C2)c2ccccc21` (centres undefined) gave HIV fusion peptide -0.8% and AID2073 9.4%.
COC(=O)c1c(NC(=O)c2ccccc2OC)sc(C(=O)N2CCOCC2)c1C was read as HIV fusion peptide 0.1% and AID2073 14.9%.
COc1cc(CN2CCCCCC2)cc(OC)c1O was read as HIV fusion peptide -1.9% and AID2073 14.5%.
Screening COc1ccc(OC)c(NC(=O)COc2ccc(S(=O)(=O)N3CCCC3)cc2)c1 returned HIV fusion peptide -1.4% and AID2073 -2.5%.
Screening Cc1ccc(C(C)(C)NC(=O)C2CCC(=O)N(Cc3ccccc3F)C2)cc1 (centres undefined) returned HIV fusion peptide 0.5% and AID2073 7.9%.
`COc1cccc(C(=O)NC2CCCc3ccccc32)c1OC` (centres undefined) gave HIV fusion peptide 2.8% and AID2073 0.3%.
Screening COc1ccc(N2CCN(C(=O)Cn3cnc4sc(C)c(S(=O)(=O)N5CCOCC5)c4c3=O)CC2)cc1 returned HIV fusion peptide -1.3% and AID2073 3.7%.
For CCOC(=O)N1CCN(C(=O)c2cn(C)c3ccc(S(=O)(=O)N4CCOCC4)cc3c2=O)CC1 the results were HIV fusion peptide -1.1% and AID2073 8.3%.
For COc1ccc(OC)c(C(C)NC(=O)C23CC4CC(CC(C4)C2)C3)c1 (centres undefined) the results were HIV fusion peptide 0.5% and AID2073 3.8%.
`COc1ccc(-n2ncc3c2CC(C)(C)CC3NC(=O)c2cnc(C)cn2)cc1` (centres undefined) gave HIV fusion peptide 1.0% and AID2073 1.9%.
Screening O=C1[C@H]2[C@@H](c3ccc(F)cc3)N3C(=O)N(c4ccc(Br)cc4)C(=O)[C@@]3(Cc3ccc(Cl)cc3)[C@H]2C(=O)N1C1CCCCC1 returned HIV fusion peptide -0.3% and AID2073 15.5%.
Screening Cc1ccccc1NC(=O)c1cc(S(=O)(=O)Nc2cccc(C(=O)O)c2)ccc1Cl returned HIV fusion peptide 1.5% and AID2073 10.1%.
For CC(=O)Nc1ccc(NC(=O)C2CCCN(S(=O)(=O)c3ccc(-n4cnnn4)cc3)C2)cc1 (centres undefined) the results were HIV fusion peptide 1.5% and AID2073 11.0%.
For O=C(NCCc1ccc(F)cc1)Nc1ccccc1 the results were HIV fusion peptide -1.2% and AID2073 -1.1%.
O=S(=O)(NCCc1cccs1)c1ccc(Br)cc1 was read as HIV fusion peptide -0.9% and AID2073 6.2%.
For CCC1Oc2ccccc2N(CC(=O)NC2CCCCC2C)C1=O (centres undefined) the results were HIV fusion peptide -0.3% and AID2073 -0.1%.
`COc1ccccc1N1CCN(C(=O)NCc2ccc(Cl)cc2)CC1` gave HIV fusion peptide 0.2% and AID2073 -2.5%.
`NC(=O)CC(NC(=O)Cc1ccc(Cl)cc1)c1ccc(NCCCN2CCCC2=O)c([N+](=O)[O-])c1` (centres undefined) gave HIV fusion peptide 7.0% and AID2073 5.4%.
For CCOC(=O)CSc1nnc(-c2ccccc2)c(-c2ccccc2)n1 the results were HIV fusion peptide -1.8% and AID2073 7.1%.
For O=C(C1CCCN(Cc2ccccc2[N+](=O)[O-])C1)N1CCCC1 (centres undefined) the results were HIV fusion peptide -0.1% and AID2073 3.9%.
For O=C(NCCN1CCN(S(=O)(=O)c2ccc(F)cc2)CC1)C(=O)NCc1ccccc1 the results were HIV fusion peptide -0.8% and AID2073 -1.4%.

The last 2 records of the section before are carried over, then new ones follow:
For O=C(C1CCCN(Cc2ccccc2[N+](=O)[O-])C1)N1CCCC1 (centres undefined) the results were HIV fusion peptide -0.1% and AID2073 3.9%.
For O=C(NCCN1CCN(S(=O)(=O)c2ccc(F)cc2)CC1)C(=O)NCc1ccccc1 the results were HIV fusion peptide -0.8% and AID2073 -1.4%.
O=[N+]([O-])C1C(c2ccccc2)=NOC1c1ccccc1O (centres undefined) was read as HIV fusion peptide -0.2% and AID2073 7.5%.
For CC(C)Oc1cccc(C(=O)C2CCCN(C(=O)c3ccc4c(c3)OCO4)C2)c1 (centres undefined) the results were HIV fusion peptide 0.3% and AID2073 12.4%.
CCOc1ccc2nc(N(CCN(C)C)C(=O)c3ccc4ccccc4c3)sc2c1 was read as HIV fusion peptide 0.3% and AID2073 0.1%.
COc1ccccc1N1CCN(C(=O)c2noc(C(C)C)c2[N+](=O)[O-])CC1 was read as HIV fusion peptide -1.5% and AID2073 -1.4%.
`COc1ccc(CCNC(=O)CCC(=O)NC2CCCCC2)cc1OC` gave HIV fusion peptide -0.8% and AID2073 7.1%.
For CN(C)c1ccc(/C=N/NC(=O)c2ccc3c(c2)OCO3)cc1 the results were HIV fusion peptide -0.6% and AID2073 0.6%.
Screening COC(=O)C1CN(C(=O)C(C)Oc2cc(C)ccc2C(C)C)c2ccccc2O1 (centres undefined) returned HIV fusion peptide -0.1% and AID2073 11.6%.
CCC(C)NC(=O)c1cc(-c2ccc3c(c2)OCO3)on1 (centres undefined) was read as HIV fusion peptide -1.7% and AID2073 4.2%.
For COc1cc(OC)cc(C(=O)NN2CCOCC2)c1 the results were HIV fusion peptide -1.0% and AID2073 6.2%.
COc1cccc(C(=O)NNS(=O)(=O)c2ccc(C)cc2)c1 was read as HIV fusion peptide 0.9% and AID2073 7.5%.
`CC1CCN(CCc2nc3cc(NC(=O)COc4ccc([N+](=O)[O-])cc4)ccc3n2C)CC1` gave HIV fusion peptide -0.3% and AID2073 -9.0%.
CCOC(=O)C1CCCN(C(=S)NC(=O)/C=C/c2ccc(F)cc2)C1 (centres undefined) was read as HIV fusion peptide 0.7% and AID2073 -14.2%.
`CCOc1ccc(S(=O)(=O)N2CCN(Cc3ccccc3)CC2)cc1` gave HIV fusion peptide 0.2% and AID2073 11.2%.
For Cc1ccc2oc(=O)cc(CN3CCN(Cc4ccccc4)CC3)c2c1 the results were HIV fusion peptide -1.3% and AID2073 11.4%.
Screening Cc1cccc(NC(=O)[C@@H]2CCCN2C(=O)OC(C)(C)C)c1C returned HIV fusion peptide 1.6% and AID2073 17.9%.

Some of these compounds in order of molecular weight, low to high:
For CC(C)Oc1cccc(C(=O)C2CCCN(C(=O)c3ccc4c(c3)OCO4)C2)c1 (centres undefined) the results were HIV fusion peptide 0.3% and AID2073 12.4%.
Screening COC(=O)C1CN(C(=O)C(C)Oc2cc(C)ccc2C(C)C)c2ccccc2O1 (centres undefined) returned HIV fusion peptide -0.1% and AID2073 11.6%.
`CC1CCN(CCc2nc3cc(NC(=O)COc4ccc([N+](=O)[O-])cc4)ccc3n2C)CC1` gave HIV fusion peptide -0.3% and AID2073 -9.0%.

The main list resumes with the 7 entries that preceded the break.
For COc1cc(OC)cc(C(=O)NN2CCOCC2)c1 the results were HIV fusion peptide -1.0% and AID2073 6.2%.
COc1cccc(C(=O)NNS(=O)(=O)c2ccc(C)cc2)c1 was read as HIV fusion peptide 0.9% and AID2073 7.5%.
`CC1CCN(CCc2nc3cc(NC(=O)COc4ccc([N+](=O)[O-])cc4)ccc3n2C)CC1` gave HIV fusion peptide -0.3% and AID2073 -9.0%.
CCOC(=O)C1CCCN(C(=S)NC(=O)/C=C/c2ccc(F)cc2)C1 (centres undefined) was read as HIV fusion peptide 0.7% and AID2073 -14.2%.
`CCOc1ccc(S(=O)(=O)N2CCN(Cc3ccccc3)CC2)cc1` gave HIV fusion peptide 0.2% and AID2073 11.2%.
For Cc1ccc2oc(=O)cc(CN3CCN(Cc4ccccc4)CC3)c2c1 the results were HIV fusion peptide -1.3% and AID2073 11.4%.
Screening Cc1cccc(NC(=O)[C@@H]2CCCN2C(=O)OC(C)(C)C)c1C returned HIV fusion peptide 1.6% and AID2073 17.9%.
`Cc1noc(C)c1CSCC(=O)N(C)CC(=O)Nc1ccccc1Cl` gave HIV fusion peptide -0.5% and AID2073 3.8%.
For Cc1ccc(N(CC(=O)N2CCCC2)S(C)(=O)=O)cc1C the results were HIV fusion peptide -0.3% and AID2073 16.3%.
`CNS(=O)(=O)c1cc(S(=O)(=O)NC)c2cccc3c2c1NC3=O` gave HIV fusion peptide -1.4% and AID2073 46.1%.
COc1ccc(OC)c(S(=O)(=O)NC2CCSc3ccccc32)c1 (centres undefined) was read as HIV fusion peptide -0.7% and AID2073 -4.0%.
Screening COc1ccc(NC(=O)C2CCN(c3ncnc4c3nc3n4CCCCC3)CC2)cc1Cl returned HIV fusion peptide 0.9% and AID2073 6.8%.
Screening COc1ccc(OCC(=O)NCC(c2ccc(OC)cc2)N2CCCCC2)cc1 (centres undefined) returned HIV fusion peptide -0.1% and AID2073 3.1%.
COc1ccc(F)cc1S(=O)(=O)NCCN1CCOCC1 was read as HIV fusion peptide -1.1% and AID2073 11.5%.
For Cc1ccccc1Cn1cc(NC(=O)c2noc(C(C)C)c2[N+](=O)[O-])cn1 the results were HIV fusion peptide 0.3% and AID2073 3.4%.
Cc1oc(-c2ccc(Cl)cc2)nc1CS(=O)CC(=O)NCc1ccccn1 (centres undefined) was read as HIV fusion peptide 0.2% and AID2073 5.9%.
Cc1cccc(NCc2nc(SCC(=O)Nc3ccccc3Br)n[nH]2)c1 was read as HIV fusion peptide -2.5% and AID2073 13.1%.
Screening COCCN(C(=O)COC(=O)c1oc2ccc(OC)cc2c1C)c1c(N)n(Cc2ccccc2)c(=O)[nH]c1=O returned HIV fusion peptide 1.0% and AID2073 20.0%.
For Cc1cc(C)c(C2=Nn3c(C)nnc3SC2C)cc1C (centres undefined) the results were HIV fusion peptide -0.1% and AID2073 8.7%.
CCOc1ccc(CCNC(=O)Cn2ncn3nc(-c4ccc(OC)cc4)cc3c2=O)cc1OCC was read as HIV fusion peptide 2.7% and AID2073 48.4%.
Screening O=C(CN1C(=O)NC(Cc2c[nH]c3ccccc23)C1=O)NCC(F)(F)F (centres undefined) returned HIV fusion peptide 0.8% and AID2073 11.5%.
`Cc1nc2cc(NC(=O)c3ccc([N+](=O)[O-])s3)ccc2s1` gave HIV fusion peptide 1.2% and AID2073 41.7%.
`CCOc1ccc(OCCNCc2ccc(OC(C)C(=O)N(C)C)c(OCC)c2)cc1` (centres undefined) gave HIV fusion peptide 0.3% and AID2073 9.1%.
Screening O=C(NNS(=O)(=O)c1ccc([N+](=O)[O-])cc1)c1ccncc1 returned HIV fusion peptide -3.3% and AID2073 -1.0%.
`O=C(CN1CCN(c2ccc(F)cc2)CC1)Nc1ccc(S(=O)(=O)N2CCOCC2)cc1` gave HIV fusion peptide 0.3% and AID2073 5.0%.
For Cc1ccc(C(=O)C(C)OC(=O)CCN2C(=O)C3C4C=CC(C5CC45)C3C2=O)cc1 (centres undefined) the results were HIV fusion peptide 0.3% and AID2073 6.7%.
Cc1ccccc1NC(=O)C1C2CCCCC21 (centres undefined) was read as HIV fusion peptide -1.5% and AID2073 12.2%.
COc1ccccc1NC(=O)CC1S/C(=N/N=C(\C)C2CCCCC2)NC1=O (centres undefined) was read as HIV fusion peptide 3.1% and AID2073 -1.3%.
Screening O=C(N/C(=C\c1ccc(Cl)cc1)C(=O)N1CCCCC1)c1ccco1 returned HIV fusion peptide 0.1% and AID2073 1.6%.
For NNC(=O)c1cc(C23CC4CC(CC(C4)C2)C3)nc2ccccc12 the results were HIV fusion peptide -1.5% and AID2073 3.6%.
For Cc1cccc(NC(=O)c2ccc3c(c2)CCN3S(C)(=O)=O)c1 the results were HIV fusion peptide 0.1% and AID2073 -1.9%.
Screening Cc1ccc2nc(-c3cccc(Br)c3)cc(C(=O)NCC3CCCO3)c2c1 (centres undefined) returned HIV fusion peptide 1.5% and AID2073 11.0%.
`CCOC(=O)c1oc2ccccc2c1CN1CC(C)OC(C)C1` (centres undefined) gave HIV fusion peptide 0.8% and AID2073 8.5%.
Screening COc1ccc(OC)c(NC(=O)CCCNC(=O)Cn2cnc3sc(C)c(C)c3c2=O)c1 returned HIV fusion peptide -1.2% and AID2073 2.4%.
COc1ccc(NC(=O)c2sc3nc(N4CCOCC4)c4c(c3c2N)CC(C(C)C)OC4)c(OC)c1 (centres undefined) was read as HIV fusion peptide 0.8% and AID2073 23.9%.
Screening OCCN(CCCn1c(-c2ccncc2)nc2ccccc21)c1nc(CN2CCCCC2)cs1 returned HIV fusion peptide 1.2% and AID2073 9.0%.
`Cc1ccc(NC(=O)NNC(=O)CN2C(=O)COc3ccccc32)cc1` gave HIV fusion peptide 1.7% and AID2073 -1.6%.
CC(C)c1ccccc1NC(=S)NCC1(N(C)C)CCCCC1 was read as HIV fusion peptide -0.1% and AID2073 -6.0%.
O=[N+]([O-])c1cccc(C(=NCc2ccccc2)NO)c1 was read as HIV fusion peptide 0.3% and AID2073 1.1%.
For CC(NC(=O)c1cc2c(s1)CS(=O)(=O)C2)c1ccccc1 (centres undefined) the results were HIV fusion peptide 3.0% and AID2073 9.7%.
For O=S(=O)(Nc1cccnc1Cl)c1ccc(-c2ccccc2)cc1 the results were HIV fusion peptide 7.0% and AID2073 8.0%.

High-throughput results deposited in PubChem BioAssay by Sanford-Burnham Center for Chemical Genomics.
